GPR151 activ – activates the human receptor GPR151 | Q8TDV0 | PathHunter beta-arrestin GPR151 cells, luminescence | activation, % at 11.2 µM | 650,000 compounds, 1% hits | AID 1508602; in the data active means activation above about 4.9%;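 further: 0% = median of compound wells and 100% = cells with positive control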
MITF primary – human MITF inhibition, primary screen; O75030; AlphaScreen MITF homodimerization, bead proximity signal; inhibition, % at 2.6 µM; 650,000 compounds, 0.91% hits; AID 1259374; in the data active means inhibition above about 50%;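 further: 0% = vehicle wells with protein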
TEAD-YAP block – TEAD-YAP interaction inhibition | HEK-TIYL cells, TEAD-Gal4/YAP UAS-luciferase luminescence | inhibition, % at 9.12 µM | 640,000 compounds, 1.4% hits | AID 1259422; in the data active means inhibition above about 32%;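 further: 0% = median of test compound wells and 100% = reference inhibitor wells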
FBW7 activator – activators of human E3 ligase FBW7; 650,000 compounds, 0.13% hits; AlphaScreen FBW7–phospho-cyclin E peptide binding, activator screen; AID 1259310; normalized activity (activation), % at 26.1 µM; in the data active means normalized activity above about 1.9%;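 further: purified mutant Fbw7 with reduced substrate affinity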
Target sequence (Q969H0 whole entry, looked up): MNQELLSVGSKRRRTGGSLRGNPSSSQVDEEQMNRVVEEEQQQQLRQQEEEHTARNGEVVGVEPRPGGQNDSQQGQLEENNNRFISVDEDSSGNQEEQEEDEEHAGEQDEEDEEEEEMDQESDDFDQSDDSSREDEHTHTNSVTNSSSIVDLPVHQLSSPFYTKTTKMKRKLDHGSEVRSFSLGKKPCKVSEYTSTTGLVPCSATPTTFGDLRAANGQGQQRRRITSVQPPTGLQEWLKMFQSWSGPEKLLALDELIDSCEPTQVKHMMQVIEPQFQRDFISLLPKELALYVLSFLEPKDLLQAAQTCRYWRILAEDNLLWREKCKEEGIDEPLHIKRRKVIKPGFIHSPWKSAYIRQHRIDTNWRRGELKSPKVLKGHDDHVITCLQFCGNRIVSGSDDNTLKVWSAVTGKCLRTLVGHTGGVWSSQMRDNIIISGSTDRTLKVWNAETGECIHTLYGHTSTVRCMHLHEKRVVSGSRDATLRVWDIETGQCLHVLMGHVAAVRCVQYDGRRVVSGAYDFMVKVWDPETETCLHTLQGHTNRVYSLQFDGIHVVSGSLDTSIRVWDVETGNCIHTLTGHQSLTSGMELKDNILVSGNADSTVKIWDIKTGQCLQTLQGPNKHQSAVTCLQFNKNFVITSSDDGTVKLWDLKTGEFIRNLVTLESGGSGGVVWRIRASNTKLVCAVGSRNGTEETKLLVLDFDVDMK
* = called active by the depositor.

[1] COC(=O)c1cc2oc(C)cc2n1CC(=O)N(C)C1CCCCC1
[2] COc1cc2nc(NCc3cccnc3)nc(NCCN(C(C)C)C(C)C)c2cc1OC
[3] CCOC(=O)c1ccc(OCC2c3cc(OC)c(OC)cc3CCN2C(=O)Nc2ccccc2)cc1 (stereo not drawn)
[4] CCN(CC)S(=O)(=O)c1ccc(Cl)c(C(=O)Nc2ccc(Cl)cc2)c1
[5] CNC(=O)c1ccccc1Nc1cc(Nc2ccc(N3CCOCC3)cc2)ncc1C(N)=O
[6] O=C(Nc1ccc2nn(-c3ccccc3)nc2c1)c1ccccc1Cl
[7] CCOC(=O)c1c(NC(NC(=O)c2ccc(OC)cc2)(C(=O)OC)C(F)(F)F)sc(CC)c1-c1ccccc1 (stereo not drawn)
[8] O=C(O)c1ccc(N2C(=O)CC(N3CCN(c4ccc(Cl)cc4)CC3)C2=O)cc1 (stereo not drawn)
screen / no. | 1 | 2 | 3 | 4 | 5 | 6 | 7 | 8
GPR151 activ | -0.4 | -0.7 | -0.5 | 1.0 | 0.0 | 0.1 | 0.4 | 1.3
MITF primary | -10 | 23 | 17 | -4 | 8 | -2 | -1 | -6
TEAD-YAP block | -3 | 1 | 19 | 24 | 22 | -30 | -3 | 1
FBW7 activator | -0.1 | 0.1 | 0.1 | 0.0 | 0.0 | 0.0 | 0.7 | -0.1

[9] CCCOc1cccc(C(=O)Nc2ccc(C)cc2C(=O)O)c1
[10] COC(=O)c1ccc(-c2cc(Cl)cc3c2OC(CNC(=O)CNC(C)=O)C3)cc1 (stereo not drawn)
[11] O=C(Nc1ccc2c(c1)OCO2)c1sc2ccccc2c1Cl
[12] O=C(c1ccccc1[N+](=O)[O-])N(Cc1cccs1)C1CCS(=O)(=O)C1 (stereo not drawn)
[13] CSc1ccccc1NC(=O)c1cc(CC(C)C)on1
[14] Cn1c(=O)c(=O)n(C)c2cc(S(=O)(=O)Nc3ccc(C(F)(F)F)cc3)ccc21
[15] CCOC(=O)c1sc(Nc2nc3cc(OC)ccc3s2)nc1C
[16] Cc1cccc2cc(CN(CCO)C(=O)Nc3cccc(Cl)c3)c(=O)[nH]c12
screen / no. | 9 | 10 | 11 | 12 | 13 | 14 | 15 | 16
GPR151 activ | -0.9 | 1.7 | -1.9 | 0.3 | 0.8 | -0.4 | 1.2 | 0.0
MITF primary | 0 | -10 | -5 | -1 | 11 | 16 | -26 | -6
TEAD-YAP block | 8 | 3 | -27 | 5 | -6 | 8 | 7 | -6
FBW7 activator | 0.4 | 0.0 | 0.0 | -0.1 | 0.0 | 0.3 | -0.1 | 0.1

[17] O=C(NCC1CCCO1)c1coc2nc3ccccc3nc12 (stereo not drawn)
[18] CCC(Sc1nc2ccsc2c(=O)n1CCC(=O)O)C(=O)Nc1ccc(Cl)cc1 (stereo not drawn)
[19] CC(=O)NC(Cc1ccccc1)C(=O)NC1CCN(C(=O)NC2CCCCC2)CC1 (stereo not drawn)
[20] CC(C)c1c(O)nc(SCC(=O)N2CCOCC2)[nH]c1=O
[21] COc1ccccc1C1c2[nH]c3ccccc3c2CCN1C(C)=O (stereo not drawn)
[22] O=C(NC1CC1)c1ccc(Sc2ccc(Br)cc2)c([N+](=O)[O-])c1
[23] COCCC(=O)Nc1ccc2c(c1)CN(C/C(C)=C/c1ccccc1)CC2
[24] COc1cc(/C=N/Nc2nncn2N)cc(OC)c1OC
screen / no. | 17 | 18 | 19 | 20 | 21 | 22 | 23 | 24
GPR151 activ | -4.5 | -1.0 | -1.6 | 4.1 | 2.9 | 0.2 | 0.5 | -1.5
MITF primary | -4 | -10 | 10 | 7 | -8 | 8 | 16 | 9
TEAD-YAP block | -6 | 4 | -2 | 1 | -20 | -4 | 9 | -13
FBW7 activator | -0.2 | 0.3 | 0.7 | 0.0 | 0.3 | 0.2 | 0.1 | -1.4

Quoted at random: four entries already listed, in no set order.
[8] O=C(O)c1ccc(N2C(=O)CC(N3CCN(c4ccc(Cl)cc4)CC3)C2=O)cc1 (stereo not drawn)
[15] CCOC(=O)c1sc(Nc2nc3cc(OC)ccc3s2)nc1C
[21] COc1ccccc1C1c2[nH]c3ccccc3c2CCN1C(C)=O (stereo not drawn)
[19] CC(=O)NC(Cc1ccccc1)C(=O)NC1CCN(C(=O)NC2CCCCC2)CC1 (stereo not drawn)
screen / no. | 8 | 15 | 21 | 19
GPR151 activ | 1.3 | 1.2 | 2.9 | -1.6
MITF primary | -6 | -26 | -8 | 10
TEAD-YAP block | 1 | 7 | -20 | -2
FBW7 activator | -0.1 | -0.1 | 0.3 | 0.7

More records
[25] COc1ccc(-n2ccn(CC(=O)Nc3ccc(C)c(F)c3)c2=O)cc1
[26] COc1cccc(CNC(=O)Cn2ncc3ccc(Cl)cc32)c1
[27] CC(C)=NNC(=O)c1nnn(-c2nonc2N)c1-c1ccccc1
[28] CC1CN(C(=O)C2CCCO2)C(C)CN1C(=O)C1CCCO1 (stereo not drawn)
[29] CCCOc1ccc(C2Oc3ccc(Br)cc3C3CC(c4ccc(Cl)cc4)=NN32)cc1 (stereo not drawn)
[30] CCOC(=O)c1cnc2c(C)cccc2c1NCCc1ccc(OC)c(OC)c1
[31] CC(c1ccon1)N(C)c1nc2nonc2nc1N1CCCCCC1 (stereo not drawn)
[32] COc1ccc(CCNC(=O)COc2ccccc2[N+](=O)[O-])cc1OC
screen / no. | 25 | 26 | 27 | 28 | 29 | 30 | 31 | 32
GPR151 activ | -0.4 | 0.1 | 1.2 | 0.3 | -1.6 | -0.7 | -2.0 | 1.4
MITF primary | -8 | 9 | 2 | 7 | 74* | -10 | 8 | 0
TEAD-YAP block | -5 | -2 | 6 | -9 | -28 | -8 | 3 | -14
FBW7 activator | 0.1 | -0.1 | -0.2 | 0.1 | -0.1 | 0.4 | 0.0 | -0.1

Whole records, quoted from the list. Values in the order: GPR151 activ	MITF primary	TEAD-YAP block	FBW7 activator
O=C(Nc1ccc2nn(-c3ccccc3)nc2c1)c1ccccc1Cl across the screens: 0.1	-2	-30	0.0
COc1cc(/C=N/Nc2nncn2N)cc(OC)c1OC across the screens: -1.5	9	-13	-1.4
COc1ccc(CCNC(=O)COc2ccccc2[N+](=O)[O-])cc1OC across the screens: 1.4	0	-14	-0.1
CCOC(=O)c1ccc(OCC2c3cc(OC)c(OC)cc3CCN2C(=O)Nc2ccccc2)cc1 (stereo not drawn) across the screens: -0.5	17	19	0.1
CSc1ccccc1NC(=O)c1cc(CC(C)C)on1 across the screens: 0.8	11	-6	0.0

Next part.
[33] CC1(C(=O)NC2CCCCCCC2)CCC(=O)N1CCN1CCOCC1 (stereo not drawn)
[34] COc1ccc(C(=O)NCC(=O)c2ccc(Br)cc2)cc1
[35] Cc1ccccc1-n1c(Cn2c(=O)sc3ccccc32)nnc1SCc1ccccn1
[36] O=c1cc(CN2CCN(c3ccccn3)CC2)c2c(ccc3ccccc32)o1
[37] CC(C)NC(=O)CCCCCn1c(=S)[nH]c2ccccc2c1=O
[38] COc1ccccc1NC(=O)N1CCC2(CC1)OCc1ccccc1O2
[39] O=C(CCN1C(=O)c2ccccc2C1=O)NCc1ccccn1
[40] COC(=O)C1CCCCN1C(=O)COc1ccc(N2CCN(C3CCCCC3)CC2)nn1 (stereo not drawn)
screen / no. | 33 | 34 | 35 | 36 | 37 | 38 | 39 | 40
GPR151 activ | -0.9 | 0.2 | 1.2 | 1.4 | -1.1 | -0.5 | -0.5 | -0.2
MITF primary | 0 | -4 | 1 | 5 | -2 | 4 | -6 | -7
TEAD-YAP block | -2 | 7 | -2 | -7 | -2 | 0 | -5 | -3
FBW7 activator | -0.1 | 0.0 | -0.4 | 0.0 | 0.1 | 0.1 | -0.3 | 0.3

[41] CC(C)CNS(=O)(=O)c1ccc(CC(C)C)cc1
[42] COc1cccc(CN2CCCCC2c2cccnc2)c1OC (stereo not drawn)
[43] O=C(Nc1nc(-c2ccc(I)cc2)cs1)c1ccc(Cl)s1
[44] CN(C)CCCNc1c([N+](=O)[O-])c(=O)n(C)c2ccccc12
[45] CN1C(=O)[C@H]2CN(Cc3cnn(-c4ccccc4)c3)CCN2C(=O)[C@@H]1CO
[46] COCCCN=C(C)C1=C(O)c2ccccc2C1=O
[47] CCOC(=O)N1CCc2c(sc(NC(=O)Cc3ccccc3)c2C(N)=O)C1
[48] CC(C)CNC1CCN(c2ccc(C(=O)NC(C)c3ccccc3)cc2)CC1 (stereo not drawn)
screen / no. | 41 | 42 | 43 | 44 | 45 | 46 | 47 | 48
GPR151 activ | 0.8 | 0.3 | 5.5* | -1.5 | -2.2 | -2.0 | -0.9 | 0.4
MITF primary | -6 | 73* | 0 | 13 | -15 | 8 | 17 | -9
TEAD-YAP block | 5 | -6 | 0 | 7 | -21 | -52 | -3 | -7
FBW7 activator | 0.1 | -0.1 | 0.1 | 0.3 | 0.1 | -0.1 | 0.2 | -0.4

[49] CC1(C)C(=O)Nc2ccccc2N1C(=O)CSc1nc(-c2ccccc2)cs1
[50] CN1C(=O)NC(=O)/C(=C/c2cccn2-c2cccc([N+](=O)[O-])c2)C1=O
[51] O=C(CN1CCCC1)C12CC3CC(CC(C3)C1)C2
[52] C/C(CC(=O)Nc1ccc(Br)cc1)=N\NC(=O)c1ccco1
[53] Cc1cc(C)cc(OCC(=O)Nc2cccc(NC(=O)c3ccco3)c2)c1
[54] CCN(CC)c1ncnc2c1cnn2-c1ccc(C)cc1C
[55] COc1ccc(CCNC(=O)CCCn2c(SCC(=O)c3ccc(Br)cc3)nc3cc4c(cc3c2=O)OCO4)cc1OC
[56] CC(C)c1ccc(-c2c(NCc3ccccc3)c(=O)c2=O)cc1
screen / no. | 49 | 50 | 51 | 52 | 53 | 54 | 55 | 56
GPR151 activ | -9.0 | -1.0 | 2.4 | 0.5 | -1.1 | 0.0 | 0.9 | -0.1
MITF primary | -4 | -3 | 3 | 16 | -6 | -2 | 9 | -1
TEAD-YAP block | -5 | 1 | -4 | -52 | -6 | -64 | -5 | -9
FBW7 activator | 0.1 | 0.2 | -0.1 | 0.1 | -0.1 | 0.0 | 0.1 | 0.0

[57] Nc1c(C(=O)c2ccc(Cl)cc2)sc2nc(N3CCOCC3)c3c(c12)CCCC3
[58] COc1ccccc1NC(=O)c1cc(CNCc2ccc3c(c2)OCO3)cc(NC(C)=O)c1
[59] CC(=O)c1cccc(S(=O)(=O)N(C)Cc2cccs2)c1
[60] CCCNc1nc(Nc2ccnn2C)nc2c1ncn2CCN1CCCC1=O
[61] CCOc1ccc(NC(=O)CNC(=O)c2nn(-c3ccc(OC)c(OC)c3)c(=O)c3ccccc23)cc1
[62] O=C(OCc1ccc([N+](=O)[O-])cc1Cl)c1cccnc1
[63] Cc1c(Cl)c(=O)n2c(=O)c(Cl)c(C)n12
[64] COc1ccc(/C(O)=C2/C(=O)C(=O)N(CCCn3ccnc3)C2c2ccc(C(C)(C)C)cc2)cc1 (stereo not drawn)
screen / no. | 57 | 58 | 59 | 60 | 61 | 62 | 63 | 64
GPR151 activ | 0.4 | 0.8 | 1.7 | -1.0 | 1.3 | 2.6 | 4.6 | -1.4
MITF primary | 5 | 9 | 7 | 19 | -1 | -9 | -4 | 9
TEAD-YAP block | -2 | -17 | -9 | 0 | 6 | 1 | 8 | -1
FBW7 activator | -0.1 | 0.1 | 0.0 | 0.1 | -0.1 | 0.0 | 0.0 | -0.1

[65] CCN(CC)c1cc(-c2cccnc2)nc(-c2ccncc2)n1
[66] CCOC(=O)CCC1=NS(=O)(=O)c2ccccc2N1
[67] O=C(COC(=O)Cn1cnc2ccccc21)Nc1ccc2c(c1)C(=O)c1ccccc1C2=O
[68] COc1ccccc1OCCOc1c(Cl)cc(-c2nc3sc4c(c3c(=O)[nH]2)CCCC4)cc1OC
[69] CCOc1ccc(C(C)NC(=O)c2cccc(C)c2)cc1 (stereo not drawn)
[70] Cc1ccccc1-n1nc2c(c1NC(=O)C(C)Oc1ccccc1)CSC2 (stereo not drawn)
[71] CC1CC(C)CN(C(=O)Cn2c(=O)oc3cc(S(=O)(=O)N4CCCCC4)ccc32)C1 (stereo not drawn)
[72] CCCOc1ccc(NC(=O)CC2C(=O)N(c3ccc(Cl)cc3)C(=S)N2Cc2ccncc2)cc1 (stereo not drawn)
screen / no. | 65 | 66 | 67 | 68 | 69 | 70 | 71 | 72
GPR151 activ | -0.3 | 0.7 | -0.8 | 0.8 | -0.3 | 0.7 | 2.2 | 6.3*
MITF primary | 12 | -6 | -4 | 5 | -5 | 10 | 2 | 4
TEAD-YAP block | -5 | 8 | -60 | 3 | 0 | -16 | 4 | 1
FBW7 activator | 0.0 | -0.1 | -0.1 | -0.1 | -0.1 | -0.1 | -0.2 | 0.1

[73] CCOc1ccc(NC(=O)/C=C/c2ccccc2OC)cc1
[74] CCc1cc(-c2[nH]ncc2-c2ccc(F)cc2)c(O)cc1OC
[75] O=C(COc1ccccc1O)Nc1ccccc1Cl
[76] CC(C)N(C)C1CCN(C(=S)Nc2ccccc2Cl)CC1
[77] CCOC(=O)c1sc2nc(C)nc(N3CCN(c4ccccc4Cl)CC3)c2c1C
[78] CC(=O)Nc1ccc(NC(=O)CNc2ccc(C(C)=O)cc2)cc1
[79] CC(C)CSc1nnc2c(n1)[nH]c1ccccc12
screen / no. | 73 | 74 | 75 | 76 | 77 | 78 | 79
GPR151 activ | 0.9 | 0.6 | -0.9 | -0.9 | -0.7 | -1.1 | 0.7
MITF primary | -1 | 4 | -8 | 3 | -2 | 8 | 9
TEAD-YAP block | -18 | 4 | -21 | 9 | -10 | 12 | -45
FBW7 activator | -0.1 | -0.1 | -0.1 | 0.1 | -0.1 | 0.1 | 0.3

Screening data (PubChem)
